From PubChem BioAssay
Rhodamine fluor – qHTS Assay for Spectroscopic Profiling in Rhodamine Spectral Region; Rhodamine-region fluorescence, 547/598 nm, Tris buffer; hits give high values; max dye-equivalent concentration, M; 59,000 compounds, 0.05% hits; AID 594, 2007; in the data active means max dye-equivalent concentration above about 11 nM; inconclusive means between about 1.1 nM and that limit
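qHTS spectral profiling of compounds without any target or enzyme present, in pH 8.0 Tris buffer; plates were read after a 15-minute room-temperature incubation using the rhodamine-region filter set.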
Casp7 inh – qHTS Assay for Allosteric/Competitive Inhibitors of Caspase-7; P55210; recombinant caspase-7, Ac-DEVD-AFC fluorescence rate; Potency, µM (top dose mostly 57.5 µM), inactives show top-dose activity change, negative = inhibition, hits mostly inhibitors; 75,000 compounds, 0.02% hits; AID 889, 2007; active means well fitted inhibition curve with a large enough effect in the main read-out, with a control signal flat, not every such curve was filed as active; inconclusive means small, poorly fitted or top-dose-only effect, or a change in a side signal; further: potency means the concentration at half of the fitted maximal effect; % of control where 0% means no effect
Target sequence (P55210 24-198 limits assumed): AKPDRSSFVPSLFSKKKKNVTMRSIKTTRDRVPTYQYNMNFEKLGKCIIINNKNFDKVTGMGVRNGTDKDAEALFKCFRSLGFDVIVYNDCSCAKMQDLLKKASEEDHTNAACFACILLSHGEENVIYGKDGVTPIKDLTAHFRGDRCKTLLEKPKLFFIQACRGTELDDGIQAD
Target sequence (P55210 207-303 limits assumed): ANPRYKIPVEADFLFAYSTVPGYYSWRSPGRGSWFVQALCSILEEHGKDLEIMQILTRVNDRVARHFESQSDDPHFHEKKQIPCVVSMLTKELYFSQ
USP2a inhib – qHTS Assay for Inhibitors of Ubiquitin-specific Protease USP2a. Ubiquitin carboxyl-terminal hydrolase 2 (Homo sapiens), O75604. USP2a enzymatic assay, qHTS inhibition. Potency, µM (top dose mostly 38.3 µM), for inactives: top-dose activity change, negative = inhibition, usual class: inhibitors. 60,000 compounds, 0.1% hits;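 further: potency means the concentration at half of the fitted maximal effect; nearly all actives have a fitted effect of over 60% in size; plate controls were DMSO for no effect and NEM full inhibition control for full effect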
Target sequence (O75604 whole entry, looked up): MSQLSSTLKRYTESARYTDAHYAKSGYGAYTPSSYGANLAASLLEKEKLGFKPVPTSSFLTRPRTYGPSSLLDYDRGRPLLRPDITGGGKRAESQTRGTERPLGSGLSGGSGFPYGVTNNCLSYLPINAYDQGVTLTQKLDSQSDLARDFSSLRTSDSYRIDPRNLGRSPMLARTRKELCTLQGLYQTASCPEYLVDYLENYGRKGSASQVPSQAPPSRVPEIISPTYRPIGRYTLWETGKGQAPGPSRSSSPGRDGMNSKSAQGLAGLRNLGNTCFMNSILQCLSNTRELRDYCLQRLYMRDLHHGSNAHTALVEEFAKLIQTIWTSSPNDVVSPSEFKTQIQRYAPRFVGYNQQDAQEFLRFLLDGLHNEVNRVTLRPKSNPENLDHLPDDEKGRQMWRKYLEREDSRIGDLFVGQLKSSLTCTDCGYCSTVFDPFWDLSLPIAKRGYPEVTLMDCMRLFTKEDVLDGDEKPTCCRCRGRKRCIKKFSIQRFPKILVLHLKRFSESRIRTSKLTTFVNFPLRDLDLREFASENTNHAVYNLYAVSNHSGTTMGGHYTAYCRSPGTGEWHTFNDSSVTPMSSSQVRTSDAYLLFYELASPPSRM
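USP2 core (20 nM final) was preincubated with compound for 30 min at RT in 20 mM Tris-HCl pH 8.0, 2 mM CaCl2, 2 mM beta-mercaptoethanol; Ub-PLA2 (20 nM) plus NBD C6-HPC (20 uM) then added, fluorescence read after 2.5 h.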
A350 fluor – qHTS Assay for Spectroscopic Profiling in A350 Spectral Region; Compound autofluorescence, 340/450 nm, Alexa 350 dye-equivalents; hits give high values; max dye-equivalent concentration, M; 59,000 compounds, 11% hits; in the data active means max dye-equivalent concentration above about 10 nM; inconclusive means mostly about 1.1 nM to 9.6 nM
HEK293 cAMP cs – qHTS Assay for Agonists of the Thyroid Stimulating Hormone Receptor: Activators of Intracellular cAMP Concentrations in Parental HEK 293. parental HEK293 CNG cAMP sensor, membrane potential fluorescence. Potency, µM (top dose mostly 57.1 µM), inactives show at the highest dose activation, hits mostly activators. 73,000 compounds, 2.5% hits; further: potency means the concentration at half of the fitted maximal effect; % of control where 0% means no effect; nearly all actives have a fitted effect of over 55% in size
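Parental HEK 293 cells stably expressing a cAMP-gated CNG channel were loaded with membrane potential dye containing 100 uM RO 20-1724 for 60 min. Compound added for 30 min; depolarization read as fluorescence intensity at 590 nm.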
TexasRed autofl – qHTS Assay for Spectroscopic Profiling in Texas Red Spectral Region; max dye-equivalent concentration, M; 59,000 compounds, 0.06% hits; Compound fluorescence, Texas Red channel, 547/618 nm; hits give high values; in the data active means max dye-equivalent concentration above about 10 nM; inconclusive means between about 1.1 nM and that limit
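Spectral interference profiling: each compound concentration's relative fluorescence, read with a 547 nm excitation and 618 nm emission filter pair, was normalized to a per-plate Texas Red standard curve.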
Caspase-1 inhib – qHTS Assay for Allosteric/Competitive Inhibitors of Caspase-1. Caspase-1 enzyme, Ac-WEHD-AFC fluorogenic rate. 75,000 compounds, 0.03% hits. Potency, µM (top dose mostly 57.5 µM), for inactives: top-dose activity change, negative = inhibition, actives largely listed as inhibitors. P29466;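 further: potency means the concentration at half of the fitted maximal effect; plate controls were vehicle for no effect and no substrate for full effect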
Fluorescein autfl – qHTS Assay for Spectroscopic Profiling in Fluorescein Spectral Region | 59,000 compounds, 0.91% hits | max fluorescein-equivalent concentration, M | Compound autofluorescence, 480/540 nm, fluorescein-equivalent; hits give high values | AID 593, 2007; in the data active means max fluorescein-equivalent concentration above about 10 nM; inconclusive means between about 1.1 nM and that limit
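Tris 100 mM pH 8.0; 15 min RT; CCD read, ex 480/em 540 nm. Output: fluorescein-equivalent concentration per compound concentration, from six-point dye series on each plate.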
4-MU autofl – qHTS Assay for Spectroscopic Profiling in 4-MU Spectral Region. max dye-equivalent concentration, M. 59,000 compounds, 11% hits. compound autofluorescence, 340/450 nm, 4-MU equivalents; hits give high values; in the data active means max dye-equivalent concentration above about 10 nM; inconclusive means mostly about 1.1 nM to 9.6 nM
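Compounds in 100 mM Tris, pH 8.0, sat 15 min at room temperature before fluorescence was read at 340 nm excitation/450 nm emission; a per-plate six-point 4-MU standard curve converted signals to dye-equivalent concentration at each compound concentration.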
BRCT inh green – qHTS Assay for Inhibitors of BRCT-Phosphoprotein Interaction (Green Fluorophore). 75,000 compounds, 0.05% hits. Potency, µM (series often up to 76.9 µM), for the others: top-dose activity change, negative = inhibition, actives largely listed as inhibitors. BRCA1 BRCT-phosphopeptide binding, green fluorescence polarization. Breast cancer type 1 susceptibility protein (Homo sapiens), P38398. AID 875, 2007;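 further: potency means the concentration at half of the fitted maximal effect; plate controls were peptide without protein for full effect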
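Compounds were incubated for 12 min at room temperature with a complex of 100 nM fluorescein-tagged pBACH1 decapeptide and 250 nM His-tagged BRCT protein. Buffer was phosphate pH 7.3 with EDTA, DTT and Tween 20. Disruption of binding lowers the polarization signal.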
BRCT inh red – qHTS Assay for Inhibitors of BRCT-Phosphoprotein Interaction (Red Fluorophore); Breast cancer type 1 susceptibility protein (Homo sapiens), P38398; BRCT-phosphopeptide binding, red fluorescence polarization; Potency, µM (doses to about 76.9 µM), for the others: at the top dose activity change, negative = inhibition, hits mostly inhibitors; 75,000 compounds, 0.03% hits; further: on the % scale 0 is the no-effect control and ±100 the full control effect
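Fluorescence polarization: 100 nM His-tagged BRCA1 BRCT with 100 nM TAMRA-labelled phospho-BACH1 decapeptide, phosphate buffer pH 7.3 with 150 mM NaCl, DTT, 0.01% Tween 20; 12 min RT. Binding inhibition seen as FP decrease.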
Starred values were filed as active, the others as inactive; i = inactive; u = inconclusive; x = no result given; [ ] = dose if it differs, or a comment. Unless noted, the call rests on the fitted dose curve; in most records, active means well fitted curve in the direction sought with a large enough effect; inconclusive means small, poorly fitted or top-dose-only effect, or another doubt; inactive means no such curve, though single readings can be large; an effect the other way counts as inactive or inconclusive. Some of the compounds tested (hit frequency here may not be typical).

No.	compound	Rhodamine fluor	Casp7 inh	USP2a inhib	A350 fluor	HEK293 cAMP cs	TexasRed autofl	Caspase-1 inhib	Fluorescein autfl	4-MU autofl	BRCT inh green	BRCT inh red
1	O=C(CSc1nc2ccccc2c(=O)n1CCCO)NCc1ccccc1	i	-4%	14%	i	12%	u	2%	u	i	0.2%	0.9%
2	CC(C)c1ccc(-c2nc3c([nH]2)c(=O)n(C)c(=O)n3C)cc1	i	-1%	4%	u	-2%	i	0%	i	i	-0.8%	1.2%
3	COc1cccc(N(CC(=O)Nc2cccc(N(C)S(C)(=O)=O)c2)S(C)(=O)=O)c1	i	0%	6%	i	0%	i	0%	i	i	-3.5%	1.0%
4	CCCC(=O)Nc1ccc(NC(=O)c2ccco2)c(OC)c1	i	-1%	-5%	i	10%	i	1%	u	i	-2.0%	1.1%
5	CCOc1ncccc1C(=O)OCC(=O)N1CC(=O)Nc2ccccc21	i	-2%	-3%	u	3%	u	3%	i	u	-0.2%	-0.4%
6	COc1ccc2ccccc2c1/C=C\C(=O)c1ccccc1	i	-2%[11.5 µM]	x	i	14%[11.4 µM]	i	-2%[11.5 µM]	i	i	0.3%[15.4 µM]	-0.5%[15.4 µM]
7	CC1(C)Cc2noc(N)c2C(C)(C)N1OC(=O)c1cccs1	i	2%	0%	i	u	i	2%	u	i	-0.7%	1.9%
8	CN(Cc1cc(Cl)cc(Cl)c1O)Cc1c(O)ccc2ccccc12	i	-1%[11.5 µM]	x	u	-2%[11.4 µM]	i	1%[11.5 µM]	u	u	0.0%[15.4 µM]	-1.2%[15.4 µM]
9	COC(=O)c1ccc(NC(=O)CSc2nnc(-c3ccncc3)n2N)cc1	i	0%	6%	i	0%	i	1%	i	i	-3.6%	-1.3%
10	Cc1cccc(N(C(=O)CCC(=O)Nc2ccccn2)C(C(=O)NC(C)C)c2ccc(O)cc2)c1 (stereo unspecified)	i	-2%	8%	i	u	i	0%	u	i	-1.6%	-1.5%
11	COCCn1c(=O)c(-c2ccc(F)cc2)nc2cncnc21	i	-7%	u	u	19%	i	-5%	i	i	-1.2%	-1.7%
12	COc1ccc(N2CC(C(=O)Nc3ccccc3C(=O)NCc3ccco3)CC2=O)cc1 (stereo unspecified)	i	1%	16%	i	0%	i	2%	u	i	1.0%	-1.0%
13	C#CCCCO/N=C1/C[C@@H](O)[C@@H](O)[C@@H]2[C@@H]3C(=O)N(C(C)(C)C)C(=O)[C@H]3CC[C@@H]12	x	-1%[11.5 µM]	x	x	-6%[11.4 µM]	x	-2%[11.5 µM]	x	x	-1.1%[15.4 µM]	0.9%[15.4 µM]
14	CC(=O)Cc1nsc(NC(=O)c2csc3c2CCCC3)n1	i	0%	11%	i	5%	u	-2%	i	i	2.6%	-0.3%
15	CCCN1C(=O)c2cc(C(=O)NCCc3cccc(C)c3)ccc2C1O (stereo unspecified)	x	0%	x	x	-2%	x	-1%	x	x	-2.8%	1.1%
16	Cc1cc(NC(=O)CSc2nc3ccccc3c(=O)n2C2CCCC2)no1	i	-2%	-1%	i	24%	i	-4%	i	i	-3.5%	-1.7%
17	Cc1cccc(CNc2ncnc3ccc(-c4cccc(NS(C)(=O)=O)c4)cc23)c1	i	-3%	u	i	23%	i	-3%	i	i	4.8%	2.6%
18	COc1ccccc1OCC(=O)NC1CCCCCC1	x	0%	x	x	8%	x	-1%	x	x	0.2%	-2.1%
19	CC1(C)Cc2c(c(N3CCCC3)nc3sc4c(N5CCN(CCO)CC5)ncnc4c23)CO1	i	0%	3%	i	3%	i	-1%	u	i	-2.4%	0.8%
20	CN(Cc1ccco1)c1ccnc(-c2ccoc2)n1	i	-13%	-14%	i	-12%	i	-8%	i	i	-1.6%	-2.1%
21	CCC(Sc1nc2ccccc2c(=O)n1CC1CCCO1)C(=O)NCc1cccnc1 (stereo unspecified)	i	-1%	1%	u	8%	i	2%	u	i	1.1%	-0.9%
22	CN(C)c1nc2ccccc2c(N)c1-c1ccccc1	i	0%	-18%	u	u	i	-2%	u	u	5.4%	-2.2%
23	COc1cc2c(cc1OC)C(c1cccs1)NCC2 (stereo unspecified)	i	-1%	0%	i	15%	i	-2%	i	i	1.4%	-1.2%
24	CCOC(=O)c1c(C)[nH]c(C(=O)COC(=O)c2oc3ccc(OC)cc3c2C)c1C	i	-1%	31%[activator]	i	7%	u	3%	u	i	-0.9%	-0.8%
25	COc1ccc(CNc2ccnc(-c3ccccc3CN(C)C)n2)c(OC)c1	i	-4%	-5%	i	u	i	1%	u	i	-1.5%	1.2%
26	NC(=O)CN1CCN(c2ccccc2F)CC1	x	-2%	x	x	8%	x	0%	x	x	-1.4%	0.1%
27	OC(CN1c2ccccc2Sc2ccccc21)Cn1nnc2ccccc21 (stereo unspecified)	x	-7%	24%	x	-12%	x	-3%	x	x	-0.8%	1.0%
28	CCCCn1c(=O)n(CC(=O)Nc2c(CC)cccc2CC)c(=O)c2c1nc(CO)n2CCC	i	0%	22%	i	u	i	0%	i	i	-2.6%	0.6%
29	CN1C(=O)CC(C(=O)Nc2ccc(F)cc2)SC1=Nc1ccc2c(c1)OCO2 (stereo unspecified)	i	-7%	29%	i	-24%	u	-3%	i	i	2.9%	-0.5%
30	Cn1c(=O)c2c(nc(SCC(=O)OCc3ccccc3)n2C)n(C)c1=O	i	-1%	-4%	i	-4%	i	3%	i	i	-1.5%	-1.8%
31	O=C1CC(Sc2nnnn2C2CCCCC2)C(=O)N1c1ccccc1 (stereo unspecified)	i	-1%	15%	i	15%	i	-1%	u	i	-1.7%	-0.6%
32	Cc1ccc(N2CC(C(=O)NC3=NCCS3)CC2=O)cc1 (stereo unspecified)	i	-2%	3%	i	7%	i	1%	u	i	-1.0%	-1.4%

Next section; it opens with the 5 that closed the last part.
No.	compound	Rhodamine fluor	Casp7 inh	USP2a inhib	A350 fluor	HEK293 cAMP cs	TexasRed autofl	Caspase-1 inhib	Fluorescein autfl	4-MU autofl	BRCT inh green	BRCT inh red
28	CCCCn1c(=O)n(CC(=O)Nc2c(CC)cccc2CC)c(=O)c2c1nc(CO)n2CCC	i	0%	22%	i	u	i	0%	i	i	-2.6%	0.6%
29	CN1C(=O)CC(C(=O)Nc2ccc(F)cc2)SC1=Nc1ccc2c(c1)OCO2 (stereo unspecified)	i	-7%	29%	i	-24%	u	-3%	i	i	2.9%	-0.5%
30	Cn1c(=O)c2c(nc(SCC(=O)OCc3ccccc3)n2C)n(C)c1=O	i	-1%	-4%	i	-4%	i	3%	i	i	-1.5%	-1.8%
31	O=C1CC(Sc2nnnn2C2CCCCC2)C(=O)N1c1ccccc1 (stereo unspecified)	i	-1%	15%	i	15%	i	-1%	u	i	-1.7%	-0.6%
32	Cc1ccc(N2CC(C(=O)NC3=NCCS3)CC2=O)cc1 (stereo unspecified)	i	-2%	3%	i	7%	i	1%	u	i	-1.0%	-1.4%
33	COc1ccc(Oc2ncc3nc(-c4ccccc4)c(=O)n(C[C@H]4CCCO4)c3n2)cc1	i	-10%	58%[activator]	u	13%	i	-13%	i	u	-3.2%	-1.2%
34	O=c1cc(Nc2ccc3c(c2)OCCO3)[nH]c(=O)n1Cc1ccc(F)cc1	i	-3%	43%[activator]	i	13%	i	0%	i	i	-1.7%	0.0%
35	CCOC(=O)c1c(C)n(C)c2ccc(OCC(N)=O)cc12	x	-1%	x	x	7%	x	2%	x	x	-2.4%	1.2%
36	CCOC(=O)c1c(NC(=O)c2ccco2)sc2c1CCCC2	x	-1%	-5%	x	-5%	x	-3%	x	x	-3.3%	-1.0%
37	C=CCn1c(SCC(=O)Nc2cc3oc4ccccc4c3cc2OC)nnc1-c1cnccn1	i	-2%	31%[activator]	i	24%	u	-3%	i	i	1.2%	-1.1%
38	CCS(=O)(=O)Nc1ccc(C(=O)CC2(O)C(=O)Nc3ccccc32)cc1 (stereo unspecified)	i	-2%	x	u	u	i	0%	i	u	-0.7%	0.2%
39	N#Cc1ccc(CSc2nnc(-c3cccs3)n2-c2ccccc2)cc1	i	-1%	6%	i	-6%	u	1%	i	i	-2.4%	1.1%
40	Cc1ccc2oc(=O)cc(CN3CCC(C)CC3)c2c1	i	-2%	5%	1.5e-07M*	u	u	-5%	i	1.2e-07M*	-0.1%	0.7%
41	CCn1cc(/C=N/O)c(C)n1	i	x	x	i	x	i	x	i	i	x	x
42	O=S(=O)(/N=C/N1CCOCC1)c1ccc(Cl)cc1	i	-1%	2%	u	1%	i	-3%	u	i	-0.6%	-0.7%
43	COC(=O)[C@@]1(Cc2ccccc2)[C@H]2c3cc(C(=O)N4CCCC4)n(C)c3C[C@H]2CN1C(=O)c1ccccc1	x	-3%	x	x	u	x	-1%	x	x	-2.9%	-0.4%
